Screening data deposited in PubChem BioAssay by several laboratories.
IDE inh: inhibits human insulin-degrading enzyme in HEK cells; inhibition, % at 5.59 µM; FAbetaB cleavage, fluorescence polarization; P14735; actives 0.41% (n = 320,000);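 active = percent inhibition above the average of all tested compounds plus 3 SD, set per screening campaign, cut at about 16% in these data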;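 also: IDE supplied by intact live HEK cells; FP after avidin binding of uncleaved biotin substrate so inhibition keeps polarization high; 0% = DMSO wells and 100% = 60 µM reference IDE inhibitor Ii1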
Target sequence (P14735 whole entry, looked up): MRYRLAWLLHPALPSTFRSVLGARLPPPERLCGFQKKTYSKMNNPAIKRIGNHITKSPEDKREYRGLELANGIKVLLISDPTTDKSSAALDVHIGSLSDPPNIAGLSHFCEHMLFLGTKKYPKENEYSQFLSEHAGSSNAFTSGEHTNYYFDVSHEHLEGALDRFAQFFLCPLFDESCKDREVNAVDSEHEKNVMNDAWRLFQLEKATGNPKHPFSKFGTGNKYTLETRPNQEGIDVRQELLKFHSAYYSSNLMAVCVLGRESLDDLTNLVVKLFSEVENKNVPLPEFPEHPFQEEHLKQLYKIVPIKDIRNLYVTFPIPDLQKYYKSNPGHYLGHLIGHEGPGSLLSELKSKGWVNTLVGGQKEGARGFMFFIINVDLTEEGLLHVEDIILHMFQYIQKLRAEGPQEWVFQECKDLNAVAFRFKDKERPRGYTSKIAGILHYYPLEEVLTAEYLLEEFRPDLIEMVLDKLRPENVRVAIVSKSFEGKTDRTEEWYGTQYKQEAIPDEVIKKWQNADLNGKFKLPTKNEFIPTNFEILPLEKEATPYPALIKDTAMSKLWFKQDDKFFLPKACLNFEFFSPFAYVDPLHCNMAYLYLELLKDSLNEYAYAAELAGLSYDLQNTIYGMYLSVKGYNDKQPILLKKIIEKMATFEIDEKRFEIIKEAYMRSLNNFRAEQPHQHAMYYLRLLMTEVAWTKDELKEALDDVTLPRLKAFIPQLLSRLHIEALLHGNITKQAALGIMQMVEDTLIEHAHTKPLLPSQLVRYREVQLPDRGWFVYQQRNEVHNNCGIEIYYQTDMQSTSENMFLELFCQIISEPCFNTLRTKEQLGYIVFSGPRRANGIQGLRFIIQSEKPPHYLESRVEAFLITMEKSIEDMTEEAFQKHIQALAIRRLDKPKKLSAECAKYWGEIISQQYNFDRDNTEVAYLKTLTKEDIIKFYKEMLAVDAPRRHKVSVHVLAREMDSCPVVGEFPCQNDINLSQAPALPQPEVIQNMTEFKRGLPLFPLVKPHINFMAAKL
PfM18AAP inh: PfM18AAP enzyme inhibition | inhibition, % at 7.35 µM | actives 1.2% (n = 290,000) | recombinant PfM18AAP, H-Glu-NHMec fluorogenic cleavage;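 active = inhibition above the campaign mean inhibition over all tested compounds plus 3 SD, cut at about 28% in these data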;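 also: 0% = plate median of test compound wells and 100% = 2 mM ZnCl2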
SUMO HTRF inh: inhibitors of human SUMOylation (UBC9) | inhibition, % at 35 µM | actives 0.36% (n = 290,000) | P63279 | HTRF SUMOylation assay, SAE1/SAE2 + UBC9, in vitro | AID 2006; in the data active = inhibition above about 50%, passing the limit was not always enough; also: strong numbers were not always called active
DNA FID counter: counter-screen for HCV NS3 helicase inhibitors: DNA intercalator displacement; inhibition, % at 7.9 µM; actives 0.17% (n = 290,000); DNA fluorescent intercalator displacement, fluorescence; in the data active = inhibition above about 37%;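 also: 0% = vehicle and 100% = reference compound; higher means more ethidium bromide displaced from hairpin DNA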
VIM-2 inh: blocks Pseudomonas aeruginosa VIM-2 metallo-beta-lactamase; purified VIM-2, nitrocefin hydrolysis, epi-absorbance fluorescence; inhibition, % at 5.6 µM; actives 0.89% (n = 290,000); AID 1527;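 active = inhibition above the mean of all tested compounds plus 3 SD, cutoff set per screening run, cut at about 7.5% in these data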;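 also: red hydrolysis product quenches plate fluorescence so inhibitors raise well fluorescence; 0% = enzyme with DMSO and 100% = DMSO without enzyme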
IDE act: boosts human insulin-degrading enzyme activity in HEK cells | FAbeta-B cleavage, fluorescence polarization; 0% vehicle, 100% cell-free pure enzyme wells | AID 493087 | activation, % at 5.96 µM | actives 0.073% (n = 340,000) | P14735;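 active = activation above the mean of all tested compounds plus 3 SD, set per screening campaign, cut at about 17% in these data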
NS3 helicase inh: inhibitors of Hepatitis C virus NS3 helicase; AID 1800; NS3 helicase DNA unwinding, Cy5 molecular beacon fluorescence; actives 0.56% (n = 290,000); inhibition, % at 10.9 µM;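 active = inhibition above the mean of all tested compounds plus 3 SD, set per campaign, cut at about 35% in these data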;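 also: 0% = DMSO wells and 100% = thioflavine S control wells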
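Material: hepatitis C virus NS3 helicase domain fragment enzyme; measured by: Cy5 fluorescence, 0 and 60 min reads; control set: DMSO and thioflavine S; incubation: 60 min unwinding reaction at 25 °C after ATP addition; read-out basis: % inhibition from 60/0 min fluorescence ratio, DMSO 0%, thioflavine S 100%; repeats: singlicate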
IMP-1 inh: blocks Pseudomonas aeruginosa IMP-1 metallo-beta-lactamase; inhibition, % at 5.6 µM; purified IMP-1, nitrocefin hydrolysis, epi-absorbance fluorescence; AID 1556; actives 0.45% (n = 290,000);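 active = inhibition above the mean plus 3 SD of all compounds in the same screening run, cut at about 4.5% in these data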;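 also: 0% = IMP-1 with DMSO and 100% = DMSO wells lacking enzyme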
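system = purified recombinant IMP-1 beta-lactamase | amount = 0.2 nM IMP-1, as dispensed | medium = HEPES buffer pH 7.1 with ZnSO4 and Brij 35 | times = 25 °C, 15 min preincubation, 25 min reaction | detection = plate fluorescence quenching by hydrolysis product, ex 480/em 530 nm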
pCIP destab: lowers stability of the mouse p/CIP coactivator protein; Q05BA5; F442A p/CIP-EGFP cells, EGFP fluorescence, 16 h; decrease of EGFP signal, % at 10 µM; actives 0.01% (n = 290,000); AID 1984;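 active = EGFP signal decrease of at least 30% at 10 µM or well 3 SD below plate mean, unless failing retest; inactive = the rest, including hits failing retest or dose response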; also: some compounds called inactive have numbers as strong as hits; many of its hits are not listed in these tables
* = called active by the depositor; nt = no result given.

1. CC1(C)CC(CC(=O)O)(c2ccc(Cl)cc2)CCO1 (stereo not given)
2. Cc1ccc(-n2ncc3c(=O)n(CC(=O)N4CCN(c5ccccc5F)CC4)cnc32)cc1C
3. O=C(NCc1cccc(Cl)c1)NC(=O)c1csc([N+](=O)[O-])c1
4. Cc1noc(NS(=O)(=O)c2ccc(N/C=C\C(=O)c3ccncc3)cc2)c1C
5. Cn1c(CN2CCN(S(C)(=O)=O)CC2)nc2cc([N+](=O)[O-])ccc21
6. Cn1c(C(=O)N2CCOCC2)cnc1Sc1ncc(C(F)(F)F)cc1Cl
7. Fc1ccc(NC(=S)Nc2cccnc2)c(F)c1F
8. CS(=O)(=O)N(CC(=O)Nc1ccc2c(c1)OCO2)c1ccc2c(c1)OCO2

entry no.	1	2	3	4	5	6	7	8
IDE inh	4	1	4	2	-1	2	-1	-1
PfM18AAP inh	1	0	-2	-10	1	-13	0	-7
SUMO HTRF inh	11	9	12	-4	6	-2	9	9
DNA FID counter	-8	-1	-10	-17	-5	-6	-1	-5
VIM-2 inh	-3.8	-3.8	-2.6	-1.3	-2.9	-3.4	2.1	0.6
IDE act	-4	-3	7	-1	2	9	-2	0
NS3 helicase inh	11	-6	4	3	8	10	6	-2
IMP-1 inh	-3.9	-3.1	-4.5	1.4	-3.1	-3.1	-1.2	-1.9
pCIP destab	-12	2	-7	2	-4	0	7	-12

9. O=C(O)CCc1nn2c3ccccc3nc2n(Cc2ccccc2)c1=O
10. COCCCNc1c2c3c(cccc3[nH]c1=O)C(=O)c1ccccc1-2
11. COc1ccc(/C=N/NC(=S)NCc2ccccc2)cc1OC
12. O=C(OC1CCN(c2ncc(C(F)(F)F)cc2Cl)CC1)c1cccc(C(F)(F)F)c1
13. Cc1ccc(C)c(S(=O)(=O)N2CCN(CC(=O)Nc3ccc4c(c3)CCC4)CC2)c1
14. Cc1ccc(SCCN2CCN(Cc3ccccc3)CC2)cc1
15. CCn1cc(C(=O)NCCC(=O)NC(C)C)c(=O)c2cc3c(cc21)OCO3
16. Fc1ccccc1NC(=S)N1CCN(c2ccccn2)CC1

entry no.	9	10	11	12	13	14	15	16
IDE inh	0	-7	-1	2	6	2	-2	1
PfM18AAP inh	2	3	5	0	-2	-8	5	2
SUMO HTRF inh	8	7	8	10	-22	-1	9	5
DNA FID counter	-2	2	-17	-1	-11	22	-12	-3
VIM-2 inh	-2.7	34*	-2.8	-1.7	-3.4	-0.4	-1.0	-0.1
IDE act	-3	33*	10	1	-4	4	-1	2
NS3 helicase inh	5	7	-5	2	0	-11	6	-2
IMP-1 inh	-4.1	-3.1	-2.0	-1.5	-1.8	1.5	-3.7	-0.8
pCIP destab	10	-49	-7	1	-14	3	-7	2

17. Nc1ccc(NC(=O)Nc2ccc(N)cc2)cc1
18. CCOC(=O)C1=C(CSc2nc3ccccc3s2)NC(=O)NC1c1ccc(OC)cc1 (stereo not given)
19. Cc1cc(OC(C)C(=O)N2CCN(c3ccccc3)CC2)c2c(C)c(C)c(=O)oc2c1 (stereo not given)
20. CCC1CCCCN1C(=O)CSc1nnc(-c2ccc(OC)cc2)o1 (stereo not given)
21. CCO[C@@H]1OC(C(=O)N2CCOCC2)=C[C@H](C2CCCCC2)[C@H]1CCCO
22. CCn1c(C)c(C2=CCN(S(=O)(=O)c3ccc(C)cc3)CC2)c2ccccc21
23. CC(=O)c1ccc(Oc2ncnc3sccc23)c(CN2CCOCC2)c1
24. Cc1ccccc1Nc1nc(CSc2nnnn2-c2ccccc2)cs1

entry no.	17	18	19	20	21	22	23	24
IDE inh	nt	1	6	6	0	1	0	-1
PfM18AAP inh	-1	5	3	2	-1	-4	3	6
SUMO HTRF inh	-1	-18	2	16	3	4	13	-4
DNA FID counter	-2	-31	-26	-26	-33	-12	-12	-7
VIM-2 inh	-2.3	-4.2	2.0	-1.9	-2.1	-0.2	-3.2	-0.6
IDE act	1	2	3	6	0	-3	-1	7
NS3 helicase inh	-8	-28	-7	1	5	-7	-3	12
IMP-1 inh	-1.7	-2.1	2.2	-3.4	-2.1	-1.9	-2.1	-0.8
pCIP destab	4	2	2	6	0	-3	2	-7

25. COCCNS(=O)(=O)c1ccc2c(c1)oc(=O)c1cc(S(=O)(=O)NCCOC)ccc12
26. Fc1ccc(F)c(CN2CCN(c3ncccn3)CC2)c1
27. COc1ccc2[nH]c3c(c2c1)CCN1C(=O)N([C@@H](C)C(=O)NCc2ccccc2)C(=O)[C@]31C
28. COc1ccc(S(N)(=O)=O)cc1C(=O)NCC(C)(C)N1CCCCC1
29. CC(=O)c1ccc(N2CCN(CC3CCCCC3)CC2)cc1
30. O=C(C1CC1)N(CCN(Cc1ccccc1)C(=O)C1CC1)Cc1ccccc1
31. Cc1cc(NCc2ccccc2)nc(N2CCOCC2)n1
32. COc1cccc(N2CCN(C(=O)C3CCCN(c4ncnc5c4nc4n5CCCCC4)C3)CC2)c1 (stereo not given)

entry no.	25	26	27	28	29	30	31	32
IDE inh	1	1	-1	4	0	5	-1	-1
PfM18AAP inh	0	-5	6	1	2	-10	-2	0
SUMO HTRF inh	1	1	6	-7	7	-14	15	10
DNA FID counter	-5	-2	-29	2	-1	-35	8	-54
VIM-2 inh	-0.3	0.2	-4.0	-1.2	-3.9	-2.2	-1.8	0.0
IDE act	nt	8	3	5	6	-3	4	-2
NS3 helicase inh	2	-9	25	8	-6	0	-13	-16
IMP-1 inh	-3.0	-2.3	-3.4	-0.1	-1.6	-3.3	-1.1	-1.5
pCIP destab	-4	1	4	-1	-3	-5	2	-2

Complete entries, quoted from the list.
Profile of `CC(=O)c1ccc(N2CCN(CC3CCCCC3)CC2)cc1` : IDE inh = 0; PfM18AAP inh = 2; SUMO HTRF inh = 7; DNA FID counter = -1; VIM-2 inh = -3.9; IDE act = 6; NS3 helicase inh = -6; IMP-1 inh = -1.6; pCIP destab = -3
Profile of `COc1ccc2[nH]c3c(c2c1)CCN1C(=O)N([C@@H](C)C(=O)NCc2ccccc2)C(=O)[C@]31C` : IDE inh = -1; PfM18AAP inh = 6; SUMO HTRF inh = 6; DNA FID counter = -29; VIM-2 inh = -4.0; IDE act = 3; NS3 helicase inh = 25; IMP-1 inh = -3.4; pCIP destab = 4

(cont.)
33. Cc1nn(Cc2ccccc2)c(C)c1NC(=O)c1cccs1
34. Cc1nn(-c2ccccc2)c(=S)n1-c1ccccc1
35. COC(=O)C1C(O)=C(C=Nc2cccc3ccccc23)C(=O)CC1(C)C (stereo not given)
36. N=C(c1cccc([N+](=O)[O-])c1)N1CCCCC1
37. COc1ccc(/C=C2\C(=O)NC(=S)N2C(=O)c2ccc(C)cc2)cc1
38. Cc1cnc(C)c(N2CCC(C(=O)NC(C)c3cccs3)CC2)n1 (stereo not given)
39. Cc1ccc(Cc2cnc(NC(=O)c3ccco3)s2)cc1
40. FC(F)(F)C12CC(c3ccccc3)=NCCN1CCN2 (stereo not given)

entry no.	33	34	35	36	37	38	39	40
IDE inh	6	9	3	4	2	3	5	0
PfM18AAP inh	-15	6	5	8	-10	-5	-7	-4
SUMO HTRF inh	-8	10	-1	3	26	6	0	5
DNA FID counter	-19	-1	-33	2	-6	-17	-10	10
VIM-2 inh	-4.0	-2.0	-0.8	-2.2	-0.4	-1.3	-3.6	-5.6
IDE act	-1	0	1	0	2	-2	-2	1
NS3 helicase inh	10	2	-6	-18	13	2	-11	3
IMP-1 inh	-1.4	-2.3	0.4	-1.2	-2.1	-3.4	-3.5	-4.2
pCIP destab	-9	-11	-6	-9	-7	-11	4	9

41. COCCn1c(=NC(=O)CCS(=O)(=O)c2ccccc2)sc2c(OC)ccc(OC)c21
42. COCCNC(=O)CSCc1c(F)cccc1Cl
43. CS(=O)(=O)Nc1ccc(C(=O)NCCSCc2c(F)cccc2Cl)cc1
44. COc1ccc2[nH]cc(S(=O)(=O)c3ccc(C(C)C)cc3)c(=O)c2c1
45. O=C(CCl)N=c1sccn1Cc1ccc(Cl)cc1Cl
46. CCC(=O)Nc1ccc(C(=O)CSc2nnc(-c3ccc(NS(C)(=O)=O)cc3)n2C)cc1OC
47. COc1cccc(CNc2cc(CSc3ccc(Cl)cc3)nc(C)n2)c1
48. COc1ccc2oc(=O)cc(C)c2c1

entry no.	41	42	43	44	45	46	47	48
IDE inh	-1	-2	1	0	1	9	8	-3
PfM18AAP inh	5	4	4	-3	5	-1	3	0
SUMO HTRF inh	20	-12	-14	18	5	5	-14	-7
DNA FID counter	-26	-2	-9	-15	-8	-19	-5	0
VIM-2 inh	-1.1	-0.1	-1.5	-1.6	-0.4	-2.6	0.6	0.5
IDE act	4	-1	1	0	1	7	8	3
NS3 helicase inh	-2	7	-8	1	-7	-6	-11	-3
IMP-1 inh	-1.7	-2.1	-1.6	-1.6	1.8	-2.5	0.9	-0.2
pCIP destab	-22	-8	-12	4	-5	-4	-11	10

49. COc1ccccc1CNC(=O)CN(C)S(=O)(=O)c1ccc(Br)s1
50. COc1ccccc1-n1c(SCC(=O)N2CCOCC2)nc(O)cc1=O
51. CCC1Oc2ccc(C)cc2N(CC(=O)NCC2COc3ccccc3O2)C1=O (stereo not given)
52. N#Cc1nc(N2CCOCC2)nc(N2CCOCC2)n1
53. O=c1oc2ccc(Cl)cc2cc1-c1ccccc1

entry no.	49	50	51	52	53
IDE inh	8	8	-1	2	0
PfM18AAP inh	-2	3	-2	4	-15
SUMO HTRF inh	-2	-2	-7	17	20
DNA FID counter	-35	-61	-31	1	0
VIM-2 inh	-2.0	-1.3	-1.4	-2.2	-1.2
IDE act	1	-2	1	-3	3
NS3 helicase inh	8	6	0	-2	1
IMP-1 inh	-4.2	-2.4	-2.9	-2.5	-1.0
pCIP destab	17	-32	-20	-19	0
